# High-throughput results: PubChem, several laboratories
# Mcl1-Noxa inh = disrupts binding of human Mcl-1 to Noxa peptide. Q07820. TR-FRET Mcl-1/Noxa peptide binding, 2 h. inhibition, % at 21.7 µM. 220,000 tested, 1.5% active;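 active = compounds that cut the protein-peptide binding signal by more than 50% relative to plate controls in a single-dose test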;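 note: His-tagged Mcl-1 with rhodamine Noxa BH3 peptide and terbium anti-His antibody; 0% = Mcl-1 plus Noxa peptide wells and 100% = peptide-only wells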
# Bcl-XL Bim block = inhibitors of Bim-Bcl-XL interaction, human. Q07817. Bim peptide-Bcl-XL binding, bead flow cytometry, fluorescence. inhibition, % at 10 µM. 190,000 tested, 0.04% active
# Bim-Bcl-2 = inhibitors of Bim-Bcl-2 interaction, human; inhibition, % at 10 µM; 190,000 tested, 0.06% active; Bead-based flow cytometry, Bim peptide-Bcl-2 binding; P10415; AID 950; in the data active = inhibition above about 40%; inconclusive = no clear call, values can overlap the other calls;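 note: 0% = no compound wells with probe peptide and 100% = reference peptide inhibitor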
# Target sequence (P10415 whole entry, looked up): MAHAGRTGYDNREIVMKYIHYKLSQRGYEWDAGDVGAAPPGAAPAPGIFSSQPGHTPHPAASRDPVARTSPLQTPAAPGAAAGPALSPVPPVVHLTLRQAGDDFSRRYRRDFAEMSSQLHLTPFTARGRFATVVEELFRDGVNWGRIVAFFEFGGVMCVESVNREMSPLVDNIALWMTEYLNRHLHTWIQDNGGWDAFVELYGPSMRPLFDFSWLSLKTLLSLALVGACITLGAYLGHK
# RGS8-Gao reg = modulates binding of RGS8 to human Galphao; multiplexed bead flow cytometry; actives lie on both sides; response (percent of control binding), % at 10 µM; 220,000 tested, 0.34% active; AID 1423; in the data active = response below about 60% or above about 140%; inactive = in between;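 note: Galphao activated as the GDP aluminium fluoride complex binding bead-coupled RGS8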
# Target sequence (P09471 whole entry, looked up): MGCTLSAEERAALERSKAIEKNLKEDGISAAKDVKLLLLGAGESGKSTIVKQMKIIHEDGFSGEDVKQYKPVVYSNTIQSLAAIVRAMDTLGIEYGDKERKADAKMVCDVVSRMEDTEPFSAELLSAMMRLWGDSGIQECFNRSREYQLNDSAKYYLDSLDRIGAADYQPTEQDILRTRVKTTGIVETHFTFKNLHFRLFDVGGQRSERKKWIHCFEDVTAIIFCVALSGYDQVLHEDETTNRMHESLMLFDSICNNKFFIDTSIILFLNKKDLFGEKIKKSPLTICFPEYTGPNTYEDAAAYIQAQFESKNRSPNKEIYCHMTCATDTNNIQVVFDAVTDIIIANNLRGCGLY
# Bim-Bcl-W = human Bim-Bcl-W interaction inhibition. inhibition, % at 10 µM. bead-based flow cytometry, Bim peptide-Bcl-W binding. Q92843. AID 952. 190,000 tested, 0.02% active;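 note: 0% = bound tracer without compound and 100% = peptide blocker; higher means less fluorescent Bim peptide bound to Bcl-W beads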
# Target sequence (Q92843 whole entry, looked up): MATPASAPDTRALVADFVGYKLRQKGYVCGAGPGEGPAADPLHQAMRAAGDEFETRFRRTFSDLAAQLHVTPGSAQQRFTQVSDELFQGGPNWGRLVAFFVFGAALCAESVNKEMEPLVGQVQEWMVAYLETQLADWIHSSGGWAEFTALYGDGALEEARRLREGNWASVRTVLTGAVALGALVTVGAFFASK
# Mcl1-Bid inh = Mcl-1/Bid interaction inhibition; inhibition, % at 21.7 µM; 220,000 tested, 0.97% active; TR-FRET Mcl-1/Bid-Dy647 peptide binding, 1536-well; Q07820; AID 1021;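 active = compounds that cut the binding signal by more than half at the single screening dose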;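 note: His-tagged Mcl-1 with europium anti-His antibody binding Bid BH3 peptide; 0% = Mcl-1 plus peptide wells and 100% = peptide-only wells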
# RGS7-Gao reg = human RGS7-Galphao interaction regulation; P09471; Multiplexed bead flow cytometry, RGS7-Galphao binding; actives lie on both sides; binding response (% of control), % at 10 µM; 220,000 tested, 0.35% active; in the data active = binding response below about 49% or above about 150%; inconclusive = no clear call, values can overlap the other calls; inactive = in between;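 note: fluorescent Galphao held in activated GDP-AlF4 state binding bead-coupled RGS7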
# RGS4-Gao reg = human RGS4-Galphao interaction regulation. AID 1415. Multiplexed bead flow cytometry, RGS4-Galphao binding; actives lie on both sides. binding response (% of control), % at 10 µM. P09471. 220,000 tested, 0.33% active; in the data active = binding response below about 49% or above about 150%; inactive = in between;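 note: fluorescent Galphao activated with aluminum fluoride binding bead-coupled RGS4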
# Bfl-1 Bim block = disrupts Bim binding to human Bfl-1; Q16548; Bead-based flow cytometry, Bim-Bfl-1 binding inhibition; inhibition, % at 10 µM; 190,000 tested, 0.12% active; AID 1008;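 note: 0% = wells without compound plus tracer and 100% = blocker peptide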
# Bim-Mcl-1 = human Bim-Mcl-1 interaction inhibition; 190,000 tested, 0.1% active; Bead-based flow cytometry, Bim peptide-Mcl-1 binding; inhibition, % at 10 µM;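 note: 0% = no compound tracer wells and 100% = peptide blocker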
# Bim-Bcl-B = disrupts Bim peptide binding to human Bcl-B | inhibition, % at 10 µM | 190,000 tested, 0.073% active | Q9HD36 | bead-based flow cytometry;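 note: 0% = tracer peptide without compound and 100% = reference inhibitor peptide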
# Target sequence (Q9HD36 whole entry, looked up): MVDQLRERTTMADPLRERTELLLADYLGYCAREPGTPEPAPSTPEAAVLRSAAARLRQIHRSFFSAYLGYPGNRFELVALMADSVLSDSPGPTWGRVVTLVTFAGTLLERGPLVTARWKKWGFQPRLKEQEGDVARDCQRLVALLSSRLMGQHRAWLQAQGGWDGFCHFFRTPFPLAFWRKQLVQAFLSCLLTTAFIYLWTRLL
# Numbers without * were called inactive; ? = inconclusive; . = no result given; [ ] = remark or other dose. Cut-off read from the data, not from the text of the source, unless noted: active = inhibition above about 40%. Not a hit list; any-hit rate near 2.7%.
SMILES,Mcl1-Noxa inh,Bcl-XL Bim block,Bim-Bcl-2,RGS8-Gao reg,Bim-Bcl-W,Mcl1-Bid inh,RGS7-Gao reg,RGS4-Gao reg,Bfl-1 Bim block,Bim-Mcl-1,Bim-Bcl-B
COc1ccc(C(c2sc3ncnn3c2O)N2CCN(c3ccccc3F)CC2)cc1OC (centres undefined),-17.5,-5.0,-8.0,100.9,-2.0,-26.7,102.0,100.9,-12.0,0.0,-3.0
COc1ccc(-c2[nH]nc3c2C(c2ccncc2)C(C#N)=C(N)O3)cc1 (centres undefined),9.8,-6.0,-7.0,104.2,0.0,-17.5,102.1,102.3,-13.0,0.0,-9.0
O=C1CCCC2=C1C(c1cccs1)n1ncnc1N2 (centres undefined),9.5,-5.0,-10.0,104.6,-3.0,-11.2,162.7*[activator],201.8*[activator],-10.0,2.0,-5.0
O=C(NCc1ccccc1)c1cc(S(=O)(=O)N2CCC3(CC2)OCCO3)ccc1F,0.8,-7.0,-11.0,98.9,-2.0,6.6,90.9,96.5,-19.0,-5.0,-9.0
S=C(Nc1ccccc1Cl)N(CCCN1CCOCC1)Cc1ccco1,-4.5,-6.0,0.0,110.0,-5.0,-62.2,101.8,104.0,8.0,-12.0,-4.0
Cc1cc(C(=O)COc2ccccc2[N+](=O)[O-])c(C)n1-c1cccc(S(=O)(=O)N2CCOCC2)c1,-2.1,-5.0,-3.0,99.6,-4.0,-22.3,99.1,99.3,-4.0,0.0,-5.0
CCc1ccccc1Cn1c(=O)oc2cccnc21,8.8,.,.,100.8,.,-0.1,?,103.5,.,.,.
Cc1cc(C)n(C(=O)/C(C#N)=N\Nc2ccccc2[N+](=O)[O-])n1,9.9,-2.0,-3.0,102.2,-1.0,-16.8,104.1,102.4,-1.0,-3.0,-5.0
c1coc(-c2nn3c(Cn4nnc5ccccc54)nnc3s2)c1,17.6,-12.0,-14.0,95.6,-6.0,11.6,109.4,97.8,-2.0,-13.0,-28.0
COc1ccc(C)cc1NC(=O)CNC(C)C(=O)Nc1cc(Cl)ccc1Cl (centres undefined),5.6,-1.0,-7.0,99.3,-3.0,-3.4,101.1,95.7,-4.0,-1.0,-2.0
Cc1cccc(C)c1OCC(=O)N/N=C/c1ccncc1,7.7,0.0,-9.0,100.9,0.0,-6.2,98.8,102.4,-14.0,0.0,-2.0
Cc1cccc(-c2nc(=S)c3c(o2)CCCC3)c1,8.2,-5.0,-10.0,101.5,0.0,-7.0,102.2,103.2,-9.0,-1.0,-8.0
NC(=O)NC(Cc1ccccc1)c1ccccc1 (centres undefined),13.4,0.0,2.0,103.0,0.0,-45.3,97.8,95.6,-1.0,-1.0,0.0
CC(=O)N1CCN(Cc2nc3cc(NC(=O)Cn4nc(C)c5ccccc5c4=O)ccc3n2C)CC1,17.6,-4.0,-10.0,100.7,-1.0,-24.7,98.1,100.1,-16.0,-2.0,-8.0
COC(=O)c1sc(NC(=O)COc2c(C)cccc2C)nc1C,3.5,-1.0,0.0,102.6,-2.0,-1.3,101.6,98.7,-5.0,-3.0,-3.0
CCCC12CN3CCN(CC(C3)/C1=N\NC(=O)c1ccccc1N)C2,8.2,-8.0,-8.0,102.0,-4.0,-20.4,96.9,102.1,-18.0,-3.0,-5.0
O=C(NCCCCO)c1ccc2c3c(cccc13)CC2,8.5,-2.0,-2.0,95.4,-2.0,-27.2,93.2,92.2,-6.0,-1.0,-2.0
Cn1c(N)c(C(=O)COC(=O)c2ccc(Br)o2)c(=O)n(C)c1=O,3.5,-1.0,-1.0,103.6,1.0,-10.7,103.2,102.0,-2.0,-2.0,1.0
Cc1cccc(C(=O)N[C@H](C(=O)Nc2ccc(C)c(S(=O)(=O)N(C)C)c2)C(C)C)c1,18.2,-3.0,-5.0,95.8,-3.0,-3.7,95.2,91.2,-10.0,-5.0,-5.0
COC(=O)c1ccc(-c2ccco2)n1Cc1cc(C)ccc1C,-5.2,3.0,-1.0,109.1,6.0,-8.0,109.3,113.2,3.0,-1.0,-1.0
CC[C@H](C)[C@@H](C(=O)N1CCNCC1)n1cc([C@@H](N)Cc2ccc(O)cc2)nn1,18.8,-2.0,-6.0,114.6,-2.0,-0.3,108.0,111.5,-6.0,-1.0,0.0
Cc1ccc(C(=O)NCc2cccnc2)cc1S(=O)(=O)Nc1ccccc1,-1.4,-2.0,2.0,98.6,-1.0,-12.1,94.9,99.3,-4.0,0.0,-4.0
OC(CN1C2=NCCN2c2ccccc21)c1ccccc1 (centres undefined),-10.0,0.0,0.0,99.4,-2.0,-60.2,101.3,100.2,-1.0,-1.0,0.0
COc1cc(NS(=O)(=O)c2ccc(C)cc2C)cc(OC)c1OC,-4.4,0.0,1.0,94.1,-2.0,-115.4,85.8,87.6,-1.0,0.0,0.0
C/C=C\C=C/C(=O)Nc1cccc(C2=NOC3(C2)C[C@@H](C(N)=O)N(C(=O)/C=C/C=C\C)C3)c1 (some centres undefined),54.3*,.,.,70.2,.,-45.4,?,91.8,.,.,.

# Part of the list above in order of heavy-atom count, rising:
SMILES,Mcl1-Noxa inh,Bcl-XL Bim block,Bim-Bcl-2,RGS8-Gao reg,Bim-Bcl-W,Mcl1-Bid inh,RGS7-Gao reg,RGS4-Gao reg,Bfl-1 Bim block,Bim-Mcl-1,Bim-Bcl-B
Cc1cccc(-c2nc(=S)c3c(o2)CCCC3)c1,8.2,-5.0,-10.0,101.5,0.0,-7.0,102.2,103.2,-9.0,-1.0,-8.0
O=C1CCCC2=C1C(c1cccs1)n1ncnc1N2 (centres undefined),9.5,-5.0,-10.0,104.6,-3.0,-11.2,162.7*[activator],201.8*[activator],-10.0,2.0,-5.0
S=C(Nc1ccccc1Cl)N(CCCN1CCOCC1)Cc1ccco1,-4.5,-6.0,0.0,110.0,-5.0,-62.2,101.8,104.0,8.0,-12.0,-4.0
CC(=O)N1CCN(Cc2nc3cc(NC(=O)Cn4nc(C)c5ccccc5c4=O)ccc3n2C)CC1,17.6,-4.0,-10.0,100.7,-1.0,-24.7,98.1,100.1,-16.0,-2.0,-8.0

# Other compounds:
SMILES,Mcl1-Noxa inh,Bcl-XL Bim block,Bim-Bcl-2,RGS8-Gao reg,Bim-Bcl-W,Mcl1-Bid inh,RGS7-Gao reg,RGS4-Gao reg,Bfl-1 Bim block,Bim-Mcl-1,Bim-Bcl-B
COc1ccc(NC(=O)/C=C/c2ccc3c(c2)OCO3)cc1,20.6,1.0,1.0,108.6,6.0,-13.8,108.1,106.9,1.0,2.0,-1.0
Cc1ccc(N2CCN(CCCN3C(=O)C4CCCN4C3=O)CC2)cc1 (centres undefined),30.6,-4.0,-5.0,101.5,-5.0,5.5,99.2,97.6,-1.0,-3.0,-3.0
COc1ccc(-c2csc(/N=C/N(C)C)n2)cc1OC,13.3,-3.0,-2.0,100.5,-4.0,-60.2,?,101.2,-4.0,-1.0,-3.0
O=C(NCC1CCCCC1)C1CCCN(C(=O)NC2CCCCC2)C1 (centres undefined),3.3,0.0,-6.0,102.1,-3.0,-12.1,100.8,97.6,-2.0,-3.0,-3.0
CCc1cc2c3c(c1)C1(C(=O)N3C(C)(C)C=C2C)C(C#N)=C(N)Oc2[nH]c(=O)[nH]c(=O)c21 (centres undefined),17.8,-3.0,-1.0,96.5,0.0,0.7,94.1,93.1,1.0,1.0,-2.0
Cc1ccc(NC(=O)COC(=O)Cc2ccsc2)cc1S(=O)(=O)N(C)C,-10.0,.,.,102.0,.,-17.8,?,98.0,.,.,.
OCCN(Cc1ccccc1)C(=S)NC1CCCCC1,8.5,-2.0,-3.0,100.0,-4.0,-24.3,99.1,101.8,-2.0,-2.0,-17.0
O=C(CSc1c2c(nc3cc(Cl)ccc13)CCCC2)NCCN1CCOCC1,4.0,1.0,-1.0,98.1,0.0,-16.4,89.4,94.5,-1.0,0.0,0.0
CCN(CC)c1ccc(/C=N/NC(=O)c2c(Cl)cnn2C)c(O)c1,-15.5,-10.0,-8.0,97.1,-6.0,-42.5,93.6,96.3,-11.0,-4.0,-10.0
Cc1c(C(=O)OCC(C)C)[nH]c2c1C(=O)CC(c1ccco1)C2 (centres undefined),1.7,-3.0,-8.0,102.4,0.0,-13.7,101.2,99.2,-14.0,-1.0,-4.0
CC(=O)OC[C@]1(OC(C)=O)C[C@@]23CC[C@H]4[C@@](C)(CCC[C@@]4(C)C(=O)O)[C@@H]2CC[C@@H]1C3,7.9,-7.0,-1.0,100.8,0.0,-0.7,99.1,100.6,-1.0,-1.0,-2.0
C=CCn1c(SCC(=O)Nc2ccc(NC(=O)c3ccco3)c(OC)c2)nnc1-c1ccncc1,29.1,-1.0,-8.0,95.3,0.0,-13.8,92.3,92.3,-11.0,0.0,-7.0
CCOC(=O)N1CCN(c2nc(-c3ccc(OC)cc3)no2)CC1,8.6,-1.0,2.0,102.0,4.0,-12.2,102.9,103.6,-11.0,8.0,-7.0
O=C(CSC1=NCCS1)Nc1ccc(F)cc1,-1.4,1.0,-1.0,97.5,4.0,-29.7,98.7,98.4,-1.0,1.0,0.0
Cc1ccc2c(c1)c1c(n2CC(O)CN2CCCCC2C)CCCC1 (centres undefined),-5.7,.,.,97.1,.,-63.1,?,98.4,.,.,.
CCCOc1cccc(C2C(C(=O)c3ccco3)=C(O)C(=O)N2CCN(CC)CC)c1 (centres undefined),18.7,-4.0,-1.0,89.1,0.0,-72.1,100.2,94.7,-2.0,-1.0,0.0
CC(C)OC(=O)CC1C(=O)NCCN1C(=S)NC(=O)c1ccccc1Cl (centres undefined),21.4,-5.0,0.0,101.3,2.0,-25.3,108.6,102.6,-1.0,-2.0,-12.0
CCOC(=O)c1c(NC(=O)C2(C)Cc3ccccc3C(=O)O2)sc2c1CCCC2 (centres undefined),-42.1,-6.0,0.0,100.0,-3.0,-18.9,105.2,100.2,2.0,-7.0,-17.0
CCN1CCN(c2cc(C)nc(-c3ccccc3O)n2)CC1,27.2,.,.,96.4,.,-1.8,?,99.9,.,.,.
O=C(NC1CCCCC1)C(c1ccc2ncccc2c1)N(Cc1ccc(F)cc1)C(=O)c1cccs1 (centres undefined),10.9,-1.0,0.0,87.7,-6.0,-8.0,96.5,91.2,0.0,-2.0,2.0
CCn1c(SC(C)C)nnc1C1CCN(S(=O)(=O)c2ccc(OC)cc2)CC1,24.6,-3.0,3.0,90.7,0.0,-44.5,95.0,90.9,0.0,-1.0,0.0
COc1ccc(Br)cc1C(=O)N/N=C/c1ccc2c(c1)n(C)c(=O)n2C,-18.7,0.0,1.0,103.9,3.0,-9.6,100.5,97.7,2.0,3.0,1.0
CCOC(=O)Cn1nc(/C=C/c2ccc(C)cc2)ccc1=O,7.2,0.0,-2.0,93.2,-2.0,-24.4,94.1,93.5,2.0,-3.0,1.0
Cc1noc(C)c1COC(=O)CCCOc1ccc(Cl)cc1Cl,-11.9,-4.0,-1.0,101.6,0.0,9.3,99.3,104.0,-8.0,-1.0,-1.0
Cc1nc(C)c(C(=O)C2=C(O)C(=O)N(CCN(C)C)C2c2ccco2)s1 (centres undefined),-12.4,.,.,97.1,.,-35.8,?,94.5,.,.,.
CCN(CC)C(=O)COc1ccc(-c2nnc(N3CCCCC3)c3ccccc23)cc1,-1.5,0.0,-5.0,100.2,-2.0,11.8,100.6,100.8,-9.0,-2.0,-7.0
COc1cccc(/C=N/N2CCN(c3ccccc3OC)CC2)c1,7.4,-2.0,-2.0,102.5,2.0,3.9,98.4,95.9,-11.0,2.0,-7.0
